# MITF primary: human MITF inhibition, primary screen; O75030; AlphaScreen MITF homodimerization, bead proximity signal; inhibition, % at 2.6 µM; actives 0.91% (n = 650,000); AID 1259374; in the data active = inhibition above about 50%;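 also: 0% = vehicle wells with protein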
# Target sequence (O75030 whole entry, looked up): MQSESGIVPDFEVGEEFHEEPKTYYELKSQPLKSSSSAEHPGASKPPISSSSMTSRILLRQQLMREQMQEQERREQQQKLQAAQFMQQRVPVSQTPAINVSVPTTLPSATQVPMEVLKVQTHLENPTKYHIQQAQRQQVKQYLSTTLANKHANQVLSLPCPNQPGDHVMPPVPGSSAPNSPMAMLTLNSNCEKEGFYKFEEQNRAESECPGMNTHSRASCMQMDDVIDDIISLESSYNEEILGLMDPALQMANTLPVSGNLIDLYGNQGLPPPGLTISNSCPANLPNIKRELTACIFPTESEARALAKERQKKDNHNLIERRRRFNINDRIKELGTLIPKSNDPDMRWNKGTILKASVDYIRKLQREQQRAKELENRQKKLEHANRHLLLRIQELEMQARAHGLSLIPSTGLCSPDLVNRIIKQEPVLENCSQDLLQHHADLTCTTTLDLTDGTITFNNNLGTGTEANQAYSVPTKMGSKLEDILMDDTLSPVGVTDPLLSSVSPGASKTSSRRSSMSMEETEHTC
# GPR151 activ: activators of human GPR151; Q8TDV0; PathHunter beta-arrestin GPR151 cells, luminescence; activation, % at 11.2 µM; actives 1% (n = 650,000); AID 1508602; in the data active = activation above about 4.9%;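 also: 0% = median of compound wells and 100% = cells with positive control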
# Target sequence (Q8TDV0 whole entry, looked up): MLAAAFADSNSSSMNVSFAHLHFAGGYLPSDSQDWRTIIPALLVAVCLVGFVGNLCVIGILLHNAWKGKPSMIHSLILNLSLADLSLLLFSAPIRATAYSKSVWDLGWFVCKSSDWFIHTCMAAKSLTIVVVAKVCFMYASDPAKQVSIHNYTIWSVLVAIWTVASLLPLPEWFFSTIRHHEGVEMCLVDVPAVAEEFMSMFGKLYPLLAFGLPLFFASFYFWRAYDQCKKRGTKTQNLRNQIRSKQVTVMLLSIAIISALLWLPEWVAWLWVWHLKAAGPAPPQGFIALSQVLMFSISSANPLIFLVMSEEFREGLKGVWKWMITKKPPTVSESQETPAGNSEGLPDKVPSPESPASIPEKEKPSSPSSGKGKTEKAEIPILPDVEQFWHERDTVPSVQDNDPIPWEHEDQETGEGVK
# TEAD-YAP block: TEAD-YAP interaction inhibition; actives 1.4% (n = 640,000); HEK-TIYL cells, TEAD-Gal4/YAP UAS-luciferase luminescence; inhibition, % at 9.12 µM; AID 1259422; in the data active = inhibition above about 32%;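 also: 0% = median of test compound wells and 100% = reference inhibitor wells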
# FBW7 activator: human FBW7 E3 ligase activation, primary screen; Q969H0; AlphaScreen FBW7–phospho-cyclin E peptide binding, activator screen; normalized activity (activation), % at 26.1 µM; actives 0.13% (n = 650,000); in the data active = normalized activity above about 1.9%;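 also: purified mutant Fbw7 with reduced substrate affinity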
# Active calls of the source: *; i = inactive.
# Short keys: A = MITF primary; B = GPR151 activ; C = TEAD-YAP block; D = FBW7 activator
> Cc1nc(SC(F)F)nc(C)c1CCC(=O)O
  A = 1	B = -1.8	C = 9	D = 0.0
> Cc1ccc(-c2nc(CS(=O)(=O)CC(=O)NCCc3ccccc3)c(C)o2)cc1
  A = 14	B = -0.4	C = 2	D = 0.1
> CCC(C)c1ccccc1N1CC(C(=O)Nc2ccc(N3CCOCC3)cc2)CC1=O (stereo not given)
  A = 4	B = 3.7	C = -2	D = 0.1
> O=c1oc(-c2ccccc2)nc2ccccc12
  A = 3	B = -5.6	C = -11	D = 0.0
> COCCn1c(SCC(=O)c2ccc(OC)cc2OC)nnc1-c1ccc(OC)cc1
  A = -6	B = 0.4	C = -1	D = -0.2
> c1ccc(CN2CCC(Nc3nc(Nc4ccc(N5CCOCC5)cc4)c4ncn(C5CCCCC5)c4n3)CC2)cc1
  A = 31	B = -1.0	C = 7	D = -0.2
> COc1cc(CN2CCCC(CO)C2)c([N+](=O)[O-])cc1OC (stereo not given)
  A = 12	B = 0.8	C = -3	D = 0.7
> O=C(CN1C(=O)c2ccccc2C1=O)N(Cc1ccccc1)Cc1ccccc1
  A = -9	B = 2.5	C = -11	D = 0.1
> Cc1cc(Cl)cc(Cl)c1OCCCCNCCN1CCOCC1
  A = 62*	B = -0.1	C = 3	D = -0.1
> COC(=O)c1ccc(NC(=O)/C(=C\c2ccc(Br)cc2)NC(=O)c2ccccc2F)cc1
  A = 15	B = 0.8	C = 5	D = 0.6

# Filtered by structure, the compounds so far with sulfur
# Short keys: A = MITF primary; B = GPR151 activ; C = TEAD-YAP block; D = FBW7 activator
> Cc1nc(SC(F)F)nc(C)c1CCC(=O)O
  A = 1	B = -1.8	C = 9	D = 0.0
> Cc1ccc(-c2nc(CS(=O)(=O)CC(=O)NCCc3ccccc3)c(C)o2)cc1
  A = 14	B = -0.4	C = 2	D = 0.1
> COCCn1c(SCC(=O)c2ccc(OC)cc2OC)nnc1-c1ccc(OC)cc1
  A = -6	B = 0.4	C = -1	D = -0.2

# Carrying on:
# Short keys: A = MITF primary; B = GPR151 activ; C = TEAD-YAP block; D = FBW7 activator
> COC(=O)CN1C(=S)N(C)C(=O)/C1=C/c1ccc(N2CCCC2)cc1C
  A = -5	B = -0.7	C = 25	D = -0.2
> Cc1cc2c(cc1C)C(c1ccc(F)c(F)c1)CC(=O)N2 (stereo not given)
  A = -5	B = 1.8	C = -4	D = -0.2
> Cc1ccc(N(C)C(=O)CCS(=O)(=O)c2cc3c(cc2Cl)NC(=O)CO3)cc1
  A = 1	B = -0.9	C = -7	D = -0.2
> O=C(CCc1nnc(C2(c3ccc(Cl)cc3)CCC2)o1)NCCn1cccn1
  A = -9	B = -0.7	C = 7	D = 0.0
> O=C(Cn1cnc2scc(-c3ccccc3)c2c1=O)c1ccccc1
  A = 10	B = 0.3	C = -1	D = -0.2
> Cc1nn(C)c(C)c1-c1nccc(NCc2nc3ccccc3[nH]2)n1
  A = -4	B = 5.9*	C = -3	D = -0.1
> NC(=O)C1CCCN(Cc2ccc3ccccc3c2)C1 (stereo not given)
  A = -4	B = 0.6	C = -4	D = 0.9
> CCCCCCNC(=O)c1ccc2c(c1)NC(=O)C(CSCc1ccccc1Cl)N2 (stereo not given)
  A = 14	B = 1.5	C = 2	D = 0.0
> N/C(=N\OC(=O)CCl)c1ccc(F)cc1
  A = -4	B = 0.1	C = 5	D = 0.2
> Cc1cc(C(=O)NCC2Cc3cccc(-c4ccccn4)c3O2)no1 (stereo not given)
  A = 11	B = -1.1	C = 4	D = -0.3

# Sorted by molecular weight (lowest first): some entries from above.
# Short keys: A = MITF primary; B = GPR151 activ; C = TEAD-YAP block; D = FBW7 activator
> N/C(=N\OC(=O)CCl)c1ccc(F)cc1
  A = -4	B = 0.1	C = 5	D = 0.2
> NC(=O)C1CCCN(Cc2ccc3ccccc3c2)C1 (stereo not given)
  A = -4	B = 0.6	C = -4	D = 0.9
> Cc1cc(C(=O)NCC2Cc3cccc(-c4ccccn4)c3O2)no1 (stereo not given)
  A = 11	B = -1.1	C = 4	D = -0.3
> O=C(CCc1nnc(C2(c3ccc(Cl)cc3)CCC2)o1)NCCn1cccn1
  A = -9	B = -0.7	C = 7	D = 0.0
> Cc1ccc(N(C)C(=O)CCS(=O)(=O)c2cc3c(cc2Cl)NC(=O)CO3)cc1
  A = 1	B = -0.9	C = -7	D = -0.2

# (further entries)
# Short keys: A = MITF primary; B = GPR151 activ; C = TEAD-YAP block; D = FBW7 activator
> COc1ccc(CCNc2ccc(-c3ccc(OC)c(OC)c3)nn2)cc1OC
  A = 21	B = -1.4	C = 7	D = 0.3
> CCN(CC)CCCNC1=C(Cl)C(=O)c2ccccc2C1=O
  A = 2	B = -0.8	C = 25	D = -0.2
> O=C(CN(C(=O)c1ccc(Cl)cc1Cl)N1C(=O)CCCC1=O)c1ccc(F)cc1
  A = 12	B = 1.1	C = 14	D = 0.1
> CCOC(=O)C1(Cc2cccc(F)c2)CCN(Cc2cnn(CC)c2)CC1
  A = 1	B = 0.1	C = 10	D = 0.0
> COc1ccc(C2C(C(=O)O)c3ccccc3C(=O)N2C)cc1 (stereo not given)
  A = 2	B = 0.3	C = -5	D = -0.1
> COc1ccc(C(=O)Nc2cccc(-c3nc4cc(C)cc(C)c4o3)c2)cc1[N+](=O)[O-]
  A = 14	B = 2.2	C = 0	D = 0.1
> COc1ccc(Br)cc1/C=C1/N=C(c2ccccc2C)OC1=O
  A = -2	B = 0.0	C = 5	D = 0.2
> CCCCNCc1c(C(=O)O)c(C)n(Cc2ccccc2F)c1C
  A = 14	B = -1.2	C = -5	D = 0.1
> O=C(NCc1nc(-c2ccccc2)no1)c1ccccc1F
  A = -2	B = 1.2	C = -18	D = 0.1
> COc1cc(/C=C2/C(=N)N3C=CSC3=NC2=O)ccc1OCCCOc1ccccc1C
  A = 5	B = 2.5	C = -26	D = -0.1

# More entries
# Short keys: A = MITF primary; B = GPR151 activ; C = TEAD-YAP block; D = FBW7 activator
> CCOc1cc(/C=C2/NC(=S)NC2=O)cc(Br)c1O
  A = 5	B = 2.0	C = -7	D = 0.0
> COc1cc(-c2cc(C(F)(F)F)n3ncc(C(=O)Nc4cc(C)ccc4O)c3n2)cc(OC)c1OC
  A = -4	B = -1.0	C = -3	D = 0.1
> COc1ccc(-n2nc(C(=O)Nc3cc(C)ccc3OC)c3ccccc3c2=O)cc1
  A = -5	B = -1.5	C = 2	D = 0.1
> Cc1cccc(N(CC(=O)Nc2ccc(Cl)c(Cl)c2)S(C)(=O)=O)c1
  A = 13	B = -1.5	C = -12	D = 0.6
> COc1ccc(-n2c(C)nc3c(cnn3-c3ccc(F)cc3)c2=O)cc1Cl
  A = 4	B = 0.1	C = -2	D = 0.0
> COc1ccc(S(=O)(=O)Nc2cc(Cl)ccc2Cl)c2cccnc12
  A = 2	B = -1.5	C = -5	D = -0.1
> CCCC(=O)Nc1ccccc1NC(=O)c1ccc(OC(C)=O)cc1
  A = i	B = 1.7	C = -1	D = -0.1
> O=C1c2ccccc2C(=O)N1OCCBr
  A = -6	B = 2.2	C = -10	D = 0.4
> COc1ccc(N2CC(C(=O)OCC(=O)Nc3ccc(Cl)cc3Cl)CC2=O)cc1 (stereo not given)
  A = -2	B = 1.2	C = 16	D = 0.3
> COc1ccc(-c2cc(=O)oc3cc(OCC(=O)Nc4ccc5c(c4)OCO5)ccc23)cc1
  A = 13	B = 1.7	C = -8	D = 0.1

# (cont.)
# Short keys: A = MITF primary; B = GPR151 activ; C = TEAD-YAP block; D = FBW7 activator
> CC(C)NC(=O)c1cccc(NC(=O)Nc2ccc(-c3ccncc3)cc2)c1
  A = 10	B = -0.3	C = 13	D = -0.5
> O=C(Nc1cc(C(F)(F)F)ccc1Cl)c1cc2nc(-c3ccccc3)cc(C(F)(F)F)n2n1
  A = -2	B = -0.2	C = 2	D = -0.1
> CCCNC(=O)Cn1cnc2sc(C(=O)NCCN3CCOCC3)c(C)c2c1=O
  A = 8	B = 1.7	C = -8	D = -0.1
> O=S(=O)(c1cc(Cl)sc1Cl)N1CCN(c2ccc(F)cc2)CC1
  A = -7	B = -0.9	C = -8	D = 0.0
> CCOC(=O)c1c(NC(=O)CC(C)(C)C)sc2c1CCC2
  A = -5	B = -2.2	C = 1	D = 0.6
> O=C(Cc1c(Sc2ccccc2)c2ccccc2n1Cc1ccccc1)Nc1ccccc1
  A = -3	B = -0.1	C = -5	D = -0.1
> O=C(CS(=O)(=O)c1ccccc1)Nc1nccs1
  A = 18	B = -1.4	C = -5	D = -0.1
> CCN(CC)C(=O)C1c2cc(OC)c(OC)cc2C(=O)N(C)C1c1ccccc1F (stereo not given)
  A = 9	B = -0.4	C = -1	D = 0.0
> O=c1[nH]c2ccccc2n1Cc1ccccc1
  A = 5	B = -0.9	C = -1	D = 0.0
> Cc1ccc2nc(C(F)(F)F)c(C(=O)NCc3ccc(C)o3)n2c1
  A = 10	B = -0.3	C = 3	D = 0.0

# Following part
# Short keys: A = MITF primary; B = GPR151 activ; C = TEAD-YAP block; D = FBW7 activator
> O=C1CCCC2=C1C(c1cccc(O)c1)Nc1ccc3ncccc3c12 (stereo not given)
  A = 10	B = -1.4	C = 13	D = -0.1
> CCC(=O)N(CC(=O)Nc1sc(C)c(C)c1C(N)=O)Cc1ccc(F)cc1
  A = 3	B = 0.3	C = 2	D = -0.1
> CCC(NC(=O)N1CCC(C)CC1)(C(F)(F)F)C(F)(F)F
  A = 6	B = -0.3	C = 7	D = 0.0
> O=C(c1cnc2scc(-c3ccc(Cl)s3)n2c1=O)N1CCCC1
  A = -2	B = 0.5	C = -10	D = -0.1
> CCCCC(=O)NC(c1ccc(Cl)cc1Cl)c1ccc2cccnc2c1O (stereo not given)
  A = 17	B = 0.9	C = 46*	D = -0.5
> O=C1c2ccc(Br)cc2C(=O)N1Cc1ccc2c(c1)OCO2
  A = -13	B = 0.2	C = 1	D = 0.0
> Cc1ccc(-c2cc(C(=O)N3CCN(c4ccccc4)CC3)c3ccccc3n2)s1
  A = -5	B = -0.3	C = 49*	D = 0.0
> COc1cccc2c1OC(c1ccc(F)c(F)c1)N1N=C(c3ccc(F)cc3)CC21 (stereo not given)
  A = 1	B = -1.0	C = 14	D = 0.0
> CCOC(=O)CSc1nc2cc(C(=O)N3CCN(c4ccccc4)CC3)ccc2c(=O)n1CCc1ccccc1
  A = -3	B = -0.4	C = -21	D = 0.0
> C=CCNC(=O)/C(C#N)=C/c1c(Oc2ccccc2F)nc2c(C)cccn2c1=O
  A = -14	B = -1.1	C = -3	D = 0.0

# (more compounds)
# Short keys: A = MITF primary; B = GPR151 activ; C = TEAD-YAP block; D = FBW7 activator
> O=C(NCc1cccnc1)c1ccc(N2CCCC2)c([N+](=O)[O-])c1
  A = 0	B = -0.2	C = -5	D = 0.5
> O=C(O)/C=C\C(=O)Nc1ccc(F)c(Cl)c1
  A = -10	B = 1.2	C = -10	D = -0.1
> Cc1ccc(C(=O)CSc2nc(C)cc(C(F)(F)F)c2C#N)cc1
  A = -34	B = -0.7	C = 1	D = 1.3
> Cn1cc(C(=O)N2CCCC2)c2[nH]c(=O)n(-c3ccc(F)cc3)c(=O)c21
  A = -4	B = 1.4	C = 3	D = 0.0
> COc1ccc(C=C2C(=O)OC(C)(c3ccccc3)OC2=O)c(OC)c1 (stereo not given)
  A = 36	B = -1.3	C = -2	D = 0.3
> COc1ccccc1CNC(=O)Cn1cc2c(n1)CCCC2
  A = 3	B = 0.8	C = -1	D = 0.7
> CCOC(=O)c1sc(NC(=O)C(CC)Sc2nnc3c4ccccc4n(C)c3n2)nc1C (stereo not given)
  A = -6	B = -0.3	C = -1	D = -0.2
> COc1ccc(C)cc1NC(=S)NCc1cnn(C)c1
  A = 15	B = -1.1	C = 11	D = -0.1
> Cc1ccc(CN(C)C(=O)CCc2nnc(Cc3c[nH]c4ccccc34)o2)o1
  A = 7	B = -1.0	C = -4	D = 0.3
> COc1ccccc1C(=O)Nn1c(C2CCCCC2)nc2ccccc2c1=O
  A = -9	B = 0.5	C = 5	D = -0.1

# The results go on.
# Short keys: A = MITF primary; B = GPR151 activ; C = TEAD-YAP block; D = FBW7 activator
> O=C(OCCN(C1=NS(=O)(=O)c2ccccc21)c1ccccc1)c1ccncc1
  A = 0	B = -1.5	C = -4	D = -0.1
> CC(C)NC(=O)N(CCN(C)C)C1CCN(Cc2ccncc2)CC1
  A = 3	B = -2.8	C = 10	D = 0.4
> Fc1ccc(CNC(=S)NCc2cccs2)cc1
  A = 10	B = -1.4	C = -3	D = 0.1
> Cc1c(C)c(C)c(S(=O)(=O)N2CCNCC2)c(C)c1C
  A = -15	B = -0.7	C = -4	D = 0.1
> OC(Cn1nnc2ccccc21)Cn1c(C(F)(F)F)nc2ccccc21 (stereo not given)
  A = 8	B = 0.6	C = -5	D = 0.0
> CCOC(=O)C1CCN(c2nnc(N3C(=O)c4ccccc4C3=O)s2)CC1
  A = 6	B = 2.3	C = 5	D = 0.7
> O=C1/C(=C/C=C/c2ccco2)CCC/C1=C\C=C\c1ccco1
  A = 64*	B = 0.4	C = -2	D = -0.2
> O=C(CCCC(=O)OCC(=O)c1cccc([N+](=O)[O-])c1)Nc1cc(C(F)(F)F)ccc1Cl
  A = -9	B = 0.6	C = -2	D = -0.1
> COC(=O)C1=C(C)NC(=O)NC1c1ccc(C(C)C)cc1 (stereo not given)
  A = 1	B = 0.8	C = -5	D = 0.0
> CCCCC(=O)Nc1ccc(NC(=O)c2cccc(OC)c2)nc1
  A = 0	B = 1.3	C = -25	D = 0.0
